Screening data: PubChem BioAssay, National Center for Advancing Translational Sciences (NCATS)
TDP1 cell CPT = DT40-hTDP1 cell growth loss with CPT | AID 686979 | chicken DT40 Tdp1-/-;hTDP1 cells + 20 nM CPT, ATP luminescence, 48 h | 420,000 compounds, 12% hits | Potency, µM (titrated, usually from 46.2 µM), inactives show top-dose activity change, negative = growth inhibition, hits mostly inhibitors; also: nearly all actives have a fitted effect of over 55% in size
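Chicken DT40 Tdp1-/- cells stably complemented with human TDP1 were seeded at 400 cells/well in medium containing 20 nM camptothecin, exposed to pin-transferred compounds, and grown at 37 °C for at least 48 hr. Viability was read as ATP luminescence.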
TDP1 block = blocks human tyrosyl-DNA phosphodiesterase 1; recombinant TDP1, AlphaScreen DNA substrate cleavage; Potency, µM (top dose mostly 130 µM), for inactives: at the highest dose activity change, negative = inhibition, actives largely listed as inhibitors; 350,000 compounds, 0.28% hits; Q9NUW8; AID 485290; also: nearly all actives have a fitted effect of over 40% in size
Target sequence (Q9NUW8 whole entry, looked up): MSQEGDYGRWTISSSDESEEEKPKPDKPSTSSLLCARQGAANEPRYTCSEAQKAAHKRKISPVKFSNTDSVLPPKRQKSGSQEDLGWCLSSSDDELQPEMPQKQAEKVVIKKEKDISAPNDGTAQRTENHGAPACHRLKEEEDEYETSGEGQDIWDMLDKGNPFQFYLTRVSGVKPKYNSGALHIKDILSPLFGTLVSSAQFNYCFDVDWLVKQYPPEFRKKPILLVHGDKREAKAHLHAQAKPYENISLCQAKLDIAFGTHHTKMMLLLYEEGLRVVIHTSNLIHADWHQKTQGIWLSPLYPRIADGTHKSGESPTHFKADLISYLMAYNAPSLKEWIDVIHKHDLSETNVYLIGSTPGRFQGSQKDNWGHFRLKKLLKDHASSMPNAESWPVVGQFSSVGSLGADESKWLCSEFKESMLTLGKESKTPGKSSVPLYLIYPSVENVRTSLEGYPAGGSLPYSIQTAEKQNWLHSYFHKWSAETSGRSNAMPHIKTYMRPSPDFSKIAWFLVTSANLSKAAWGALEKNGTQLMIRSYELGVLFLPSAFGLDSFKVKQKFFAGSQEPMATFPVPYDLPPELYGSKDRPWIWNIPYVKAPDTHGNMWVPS
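Enzyme-compound mixtures sat 15 min at room temperature, followed by a 5 min reaction with 15 nM final substrate and 10 min with AlphaScreen beads. Recombinant human Tdp1 was used at 1 nM final.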
TDP1 cell noCPT = qHTS for Inhibitors of human tyrosyl-DNA phosphodiesterase 1 (TDP1): qHTS in cells in absence of CPT; DT40 Tdp1-/- hTDP1 cells, no CPT, ATP luminescence, 48 h; Potency, µM (highest dose often 46.2 µM), without a hit: at the top dose activity change, negative = growth inhibition, usual class: inhibitors; 420,000 compounds, 15% hits; AID 686978, 2013; also: nearly all actives have a fitted effect of over 55% in size
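Luminescent ATP content (CellTiter-Glo) served as the growth readout. Knockout chicken DT40 cells expressing human TDP1 were exposed to compounds without camptothecin for a minimum 48 hr at 37 °C.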
Active calls of the source: *; ? = inconclusive; nt = not tested or not shown; & = joins results of further samples; [ ] = dose if it differs, or a comment. Calls follow the shape of the dose curve; as a rule, active = well fitted curve in the direction sought with a large enough effect; inconclusive = small, poorly fitted or top-dose-only effect, or another doubt; inactive = no such curve, though single readings can be large; an effect the other way counts as inactive or inconclusive. % is scaled to controls: 0 for no effect and ±100 for the full control effect; potency is read from the fitted curve at half-maximal effect.

SMILES | TDP1 cell CPT | TDP1 block | TDP1 cell noCPT
O=[N+]([O-])/C=C1/CCCCCN1 | 10% | -2% | 1%
COC(=O)/C=C(\C)N=Nc1c(O)[nH]c2ccccc12 | 0% | 4% | ?
COc1ccc(CNC(=O)CN(C(=O)c2snc(C(N)=O)c2N)c2ccccc2F)cc1 | -14% | 7% | -20%
CC(C)CC1C(C#N)=C(N)OC2=C1C(=O)CC(c1ccccc1)C2 (stereo not drawn) | -9% | 2% | 1%
CCN(C(=O)COC(=O)CSc1ccc(C)c(C)c1)C1CCS(=O)(=O)C1 (stereo not drawn) | 3% | 0% | -4%
O=C(/C=C\c1ccco1)Nc1nc(-c2ccccc2)cs1 | 18% | 0% | -17%
O=C1c2cccc3c(Nc4ccccc4Cl)c([N+](=O)[O-])cc(c23)C(=O)N1CCO | ? | -3% | ?
Cc1cc(C)c(NS(=O)(=O)c2ccc3c(c2)NC(=O)CC(=O)N3)c(C)c1 | -3% | 1% | -4%
Cc1ccc(C(=O)NNC(=O)c2csc(N3CCOCC3)n2)s1 | -7% | -9%[0.505 µM] | -11%
Cc1ccc(C)c(N2CCN(C(=O)CCS(=O)(=O)c3ccc4c(c3)CCN4C(=O)C3CC3)CC2)c1 | -17% | -3% | -14%
c1ccc2cc(CSCc3nc4ccccc4[nH]3)ccc2c1 | -28% | 4% | ?
O=C1C(Cl)=C(N2CCOCC2)C(=O)N1c1cccc(C(F)(F)F)c1 | ? | 2% | -21%
C=CCNC(=O)c1cccc2c1C(=O)c1ccc(N3CCOCC3)cc1S2(=O)=O | -24% | 0% | ?
CCN(CC(=O)Nc1cc(Cl)ccc1C)C(=O)c1oc2ccc(OC)cc2c1C | ? | -6% | ?
CC(C)c1nc(NCc2ccccc2)c(C#N)c2c1CCCC2 | ? | 0% | ?
COc1cc(/C(C#N)=C/c2ccccc2)c([N+](=O)[O-])cc1OC | -25% | -1% | ?
CCOc1ccc2nc(SC3CC(=O)N(c4cccc(OC)c4)C3=O)sc2c1 (stereo not drawn) | 3.3µM* | 3% | 3.7µM*
Cc1cc(OCC(=O)N2CCCC2)cc(C)c1Cl | -4% | 2% | -28%
CC(=O)N1CCOc2ccc(S(=O)(=O)Nc3cccc(C)n3)cc21 | ? | 2% | 7%
COP(=O)(OC)C(=NNS(=O)(=O)c1ccc(C)cc1)c1ccccc1 | -9% | nt | -11%
Cc1ccc(/C=N/c2sc3c(c2C#N)CCCCC3)o1 | -16% | 8% | -9%
CCOc1ccc(-c2nnc(-c3ccco3)o2)cc1 | -12% | 4% | 2%
CCN(CC)CCN1C(=O)C2C3c4ccccc4C(c4ccccc43)C2C1=O (stereo not drawn) | -25% | 0% | ?
Cc1cccc(NC(=O)Nc2cccc3ccccc23)c1 | -1% | 2% | 2%
Cc1ccc(OCc2nnc(SCC(=O)NCc3ccco3)n2C)cc1 | 1% | 0% | -8%
CCc1ccc(OCc2nnc(SCCN3CCOCC3)n2CC)cc1 | -22% | -4% | -19%
O=c1cc(/N=C/c2coc3c(ccc4ccccc43)c2=O)[nH]c(=S)[nH]1 | ? | 6% | ?
Cc1nnnn1-c1cccc(C(=O)O)c1 | 7% | -7% | 1%
O=C(CNC(=O)c1nc[nH]c1C(=O)N1CCN(c2ccccc2)CC1)OCc1ccccc1 | 0% | nt | -7%
CC(C)c1ccccc1NC(=O)C1CN(S(=O)(=O)c2ccccc2)CCN1S(=O)(=O)c1ccccc1 (stereo not drawn) | ? | 1% | ?
CC(=O)Nc1ccc(SCC(=O)c2cc(C)n(C)c2C)cc1 | 0% | -2% | -25%
COc1ccc(C2CC(=O)N(CCCN(C)CCc3ccc(OC)c(OC)c3)C2)cc1 (stereo not drawn) | 2% | ? | ?
COCCN1CCN(C(=O)C2CCC(=O)N(Cc3ccccc3F)C2)CC1 (stereo not drawn) | 9% | 1% | -6%
CC(C)C(NC(=O)c1ccc2c(c1)OCO2)C(=O)N/N=C/c1cccs1 (stereo not drawn) | -13% | 0% | -26%
O=C(N/N=C/C=C/c1ccc2c(c1)OCO2)C(O)c1ccccc1 (stereo not drawn) | 0% | nt | -6%
C/C(=N\NC(=O)Cc1csc(N2CCOCC2)n1)c1ccccc1 | -23% | 2% | -16%
COc1ccc(OC)c(-n2nnnc2SCC(=O)Nc2cc(C)ccc2OC)c1 | ? | 3%[56.1 µM] | ?
CC(NC(=O)CCNS(=O)(=O)c1ccc2c(c1)c(=O)n(C)c(=O)n2C)c1ccccc1 (stereo not drawn) | -20% | 2% | 4%
FC(F)(F)c1cc(Cl)c2nc(-c3ccccc3)c(Cc3ccsc3)n2c1 | -17% | nt | -16%
Cc1ccc(-c2csc3nc[nH]c(=O)c23)cc1C | -1% | 4% | -2%
Cc1ccc(NC(=O)c2nc(S(=O)(=O)Cc3ccc(F)cc3)ncc2Cl)cc1C | 3.7µM* | 5% | 2.3µM*
O=C1COc2ccc(C(=O)COc3ccc(Cl)cc3Br)cc2N1 | ? | 1% | ?
Cn1c(SCC(=O)Nc2ccccc2Cl)nnc1C1CC1 | 5% | 10% | ?
CS(=O)(=O)c1ccc2nc(NC(=O)c3ccc(Cl)nc3)sc2c1 | ? | 5% | -20%
COCCN1CN=C(Nc2nc3ccccc3o2)NC1 | -2% | 2% | -14%
COc1ccc(C2SCCN2S(=O)(=O)c2ccccc2)cc1 (stereo not drawn) | -25% | -6% | ?
Cc1c(-n2c(=S)[nH]c3ccccc3c2=O)c(=O)n(-c2ccccc2)n1C | ? | 3% | -14%
CCCCCCC(=O)Oc1ccc(N2C(=O)CCC2=O)cc1 | 2% | 0% | 9%
Cn1c(=O)c(=O)n(C)c2cc(S(=O)(=O)N3CCCCCC3)ccc21 | -3% | 5% | 12%
COc1cc(/C=C/C(=O)c2ccc3c(c2)OCO3)cc(OC)c1OC | ? | 1%[56.1 µM] | 12µM*
O=C(NCc1nc2ccccc2[nH]1)C1=C[C@@H](c2ccc(Br)cc2)C[C@@H](OCCCCO)O1 | -23% | 5% | ?
OCCN1CCN(CC(O)COc2ccc3ccccc3c2)CC1 (stereo not drawn) | -9%&-5% | 7% | -26%&-3%
CC1(/[N+]([O-])=C\c2ccccc2F)CCCCC1=O (stereo not drawn) | 9% | -4% | 2%
O=C(NCc1ccccc1)c1nnc(CS(=O)(=O)c2ccccc2)o1 | -16% | nt | -11%
CC1CCN(C(=O)c2[nH]cnc2C(=O)NCC(=O)OC(C)(C)C)CC1 | 5% | nt | -24%
NC(Cc1ccccc1)c1csc(Nc2nncc3ccccc23)n1 (stereo not drawn) | 21µM* | nt | 23µM*
Cc1c(C)n(CC(O)CN2CCCCC2)c2ccccc12 (stereo not drawn) | -9% | -4% | -21%
COc1ccc2nc(N(Cc3cccnc3)C(=O)CCc3ccccc3)sc2c1 | -11% | 5% | -15%
CNC(=O)Cn1c(=O)n(C)c2ccccc21 | -8% | 0% | 4%
COc1cc(C2CC(=O)Nc3c2c(=O)[nH]c2ncnn32)ccc1O (stereo not drawn) | -1% | 1% | -15%

Exported with values under each structure: part of the list above.
Values in the order: TDP1 cell CPT | TDP1 block | TDP1 cell noCPT
COc1cc(C2CC(=O)Nc3c2c(=O)[nH]c2ncnn32)ccc1O (stereo not drawn)
  -1% | 1% | -15%
c1ccc2cc(CSCc3nc4ccccc4[nH]3)ccc2c1
  -28% | 4% | ?

The list continues:
SMILES | TDP1 cell CPT | TDP1 block | TDP1 cell noCPT
COc1ccc(OCCOC(=O)c2cccc(-n3cnnn3)c2)cc1 | -8% | 0% | -18%
CC(=O)N1CCN(S(=O)(=O)c2ccc(S(=O)(=O)NC3CC3)cc2)CC1 | -14% | 8% | -6%
CC1=NN(C(N)=S)C(=O)C1N=Nc1ccc(C)c(Br)c1 (stereo not drawn) | 13µM* | nt | 16µM*
O=C(c1ccccc1F)N1CCN(c2ccc([N+](=O)[O-])c3ncccc23)CC1 | 15µM* | 0% | 21µM*
Cc1cc(Br)cc(Br)c1OCC(=O)NNC(=O)Nc1ccccc1 | -12% | nt | -21%
CC(C)(C)C(=O)/C=C(\N)c1ccncc1 | 0% | 0% | -6%
Fc1ccc(-c2nc3c(Cl)cc(C(F)(F)F)cn3c2Cc2cccc(F)c2)cc1 | -22% | nt | ?
CCc1nnc(NS(=O)(=O)c2ccc(NC(=O)c3cc(Cl)ccc3Cl)cc2)s1 | 13% | 3% | -12%
Cc1cc(-c2ccccc2)nc2cc(C(=O)NCc3ccco3)nn12 | ? | -6% | ?
CC(C)(C)c1ccc(C(O)c2ncc(-c3cccc(F)c3)[nH]2)cc1 (stereo not drawn) | 15µM* | nt | ?
COCCN(C(=S)Nc1ccccc1OC)C1CCN(C(C)=O)CC1 | 0% | 7% | 5%
Cc1c(Cl)cccc1NC(=O)N1CCC(CN2CCCC2)CC1 | 4% | 4% | -16%
O=C(CSc1nnc(-c2cccnc2)o1)c1cc2ccccc2oc1=O | ? | 7% | ?
O=C(CC1C(=O)NCCN1C(=O)Nc1ccccc1)Nc1ccc2c(c1)OCCO2 (stereo not drawn) | -1% | 3% | -4%
COc1ccc2nc(SCC(=O)NC(C)c3ccccc3)[nH]c2c1 (stereo not drawn) | -20% | 1% | ?
Cc1cccc([C@@H]2[C@@H]3C(=O)N(Cc4ccccc4)C(=O)[C@@H]3[C@]3(C)C(=O)N(c4ccc(C(F)(F)F)cc4)C(=O)N23)c1 | ? | nt | ?
Cc1ccc2c(c1)NC(=O)c1cc([N+](=O)[O-])ccc1O2 | -4% | 3% | -13%
CC(=O)Nc1cccc(C(=O)N2CCN(S(=O)(=O)c3ccc(C4CCCCC4)cc3)CC2)c1 | ? | nt | 23µM*

Gathered by group, those above with fluorine
SMILES | TDP1 cell CPT | TDP1 block | TDP1 cell noCPT
COc1ccc(CNC(=O)CN(C(=O)c2snc(C(N)=O)c2N)c2ccccc2F)cc1 | -14% | 7% | -20%
O=C1C(Cl)=C(N2CCOCC2)C(=O)N1c1cccc(C(F)(F)F)c1 | ? | 2% | -21%
COCCN1CCN(C(=O)C2CCC(=O)N(Cc3ccccc3F)C2)CC1 (stereo not drawn) | 9% | 1% | -6%
FC(F)(F)c1cc(Cl)c2nc(-c3ccccc3)c(Cc3ccsc3)n2c1 | -17% | nt | -16%
Cc1ccc(NC(=O)c2nc(S(=O)(=O)Cc3ccc(F)cc3)ncc2Cl)cc1C | 3.7µM* | 5% | 2.3µM*
CC1(/[N+]([O-])=C\c2ccccc2F)CCCCC1=O (stereo not drawn) | 9% | -4% | 2%
O=C(c1ccccc1F)N1CCN(c2ccc([N+](=O)[O-])c3ncccc23)CC1 | 15µM* | 0% | 21µM*
Fc1ccc(-c2nc3c(Cl)cc(C(F)(F)F)cn3c2Cc2cccc(F)c2)cc1 | -22% | nt | ?
CC(C)(C)c1ccc(C(O)c2ncc(-c3cccc(F)c3)[nH]2)cc1 (stereo not drawn) | 15µM* | nt | ?
Cc1cccc([C@@H]2[C@@H]3C(=O)N(Cc4ccccc4)C(=O)[C@@H]3[C@]3(C)C(=O)N(c4ccc(C(F)(F)F)cc4)C(=O)N23)c1 | ? | nt | ?

Hits appear at their usual frequency; 18% or so of the library scored in one or more.
